High-throughput results: PubChem BioAssay, National Center for Advancing Translational Sciences (NCATS)
IL-2 act: activates IL-2 in a cell-based reporter assay. IL-2 activation reporter assay, cell-based qHTS; stimulated with anti-CD3/CD4/CD28 beads; in transgenic mouse T cells. activation, % (series mostly up to about 46 µM). 360,000 compounds, 0.065% hits. AID 652025; in the data active means activation above about 50%; inconclusive means mostly about 30% to 49%; further: 0% is about no effect
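First, unstimulated transgenic mouse T cells were exposed to compound for 60 min. Next, anti-CD3/anti-CD4-coated beads with anti-CD28 were added. Finally, after 18 h at 37 degrees C, EGFP and DsRed were imaged.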
EPAC1 agonist: activates human EPAC1 exchange factor; O95398; EPAC1 agonist qHTS, biochemical assay; response scale: 100% = response to 6.5 mM cAMP; Potency, µM (doses to about 154 µM), without a hit: at the top dose activation, actives largely listed as activators; 360,000 compounds, 0.073% hits; AID 720707; further: potency means the concentration at half of the fitted maximal effect; nearly all actives have a fitted effect of over 60% in size
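Normalized to 6.5 mM cAMP, activity reflects EPAC1-catalysed release of BODIPY-GDP from Rap1B, followed kinetically over 30 min at 480 nm excitation, 540 nm emission. Reaction contained 100 nM EPAC1, 250 nM Rap1B-BODIPY-GDP, 50 uM GDP.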
PI5P4Ka inh: blocks human PI5P4K alpha kinase activity; P48426; PI5P4Kalpha enzyme, ADP-Glo luminescence, 60 min; hits give low values; max response, %; 330,000 compounds, 1.2% hits; AID 652105; active means max response of -50% or lower; inconclusive means between -30% and -50%; inactive means -30% or higher; further: value at the top dose of about 77 µM; on the % scale 0 is the no-effect control and ±100 the full control effect
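Human PI5P4Kalpha with substrate in 0.038 M HEPES pH 7.4, 0.28 mM EGTA, 0.1% CHAPS, 5% DMSO; reaction started with 5 microM ATP (final), 60 min at room temperature. ADP formed read by ADP-Glo luminescence.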
PLK1 PBD block: inhibitors of human PLK1 polo-box domain binding; Plk1 PBD binding of FITC phosphopeptide, fluorescence polarization; Potency, µM, for the others: max response, negative = inhibition, actives largely listed as inhibitors; 360,000 compounds, 2.8% hits; further: potency means the concentration at half of the fitted maximal effect; series mostly up to about 57 µM; on the % scale 0 is the no-effect control and ±100 the full control effect; nearly all actives have a fitted effect of over 65% in size
HEK293 tox: cytotoxicity counter-screen for GLP-1 receptor inverse agonists; HEK293 cAMP-luciferase reporter cells, luminescence, 24 h; Potency, µM (doses to about 38.3 µM), inactives show at the top dose activity change, negative = inhibition, most hits filed as inhibitors; 410,000 compounds, 0.13% hits;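 further: loss of luciferase light is scored as toxicity; potency means the concentration at half of the fitted maximal effect; on the % scale 0 is the no-effect control and ±100 the full control effect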
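Step one: seed cells (200 cells/uL, DMEM with 10% Nu serum, 1% pen-strep). Step two: 12-hour incubation at 37 deg C. Step three: pin 23 nL compound, incubate 24 hr. Step four: add luciferase reagent, read luminescence 12 min later.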
EPAC1 antagonist: EPAC1 (human) antagonism | AID 720709 | EPAC1 GEF assay, Rap1b-BODIPY-GDP exchange fluorescence | 360,000 compounds, 0.14% hits | Potency, µM (doses to about 115 µM), without a hit: top-dose activity change, negative = inhibition, usual class: inhibitors | O95398;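 further: potency means the concentration at half of the fitted maximal effect; plate controls were vehicle for no effect and positive control for full effect; nearly all actives have a fitted effect of over 50% in size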
GLP-1R agonist: GLP-1 receptor (human) agonism | HEK293 GLP-1R CRE-luciferase, luminescence, 4-6 h; cells express a hypersensitive GLP-1R form | Potency, µM (titrated, usually from 45.6 µM), for the others: at the top dose activation, most hits filed as activators | 380,000 compounds, 0.007% hits; further: potency means the concentration at half of the fitted maximal effect; % of control where 0% means no effect
Target sequence (P43220 whole entry, looked up): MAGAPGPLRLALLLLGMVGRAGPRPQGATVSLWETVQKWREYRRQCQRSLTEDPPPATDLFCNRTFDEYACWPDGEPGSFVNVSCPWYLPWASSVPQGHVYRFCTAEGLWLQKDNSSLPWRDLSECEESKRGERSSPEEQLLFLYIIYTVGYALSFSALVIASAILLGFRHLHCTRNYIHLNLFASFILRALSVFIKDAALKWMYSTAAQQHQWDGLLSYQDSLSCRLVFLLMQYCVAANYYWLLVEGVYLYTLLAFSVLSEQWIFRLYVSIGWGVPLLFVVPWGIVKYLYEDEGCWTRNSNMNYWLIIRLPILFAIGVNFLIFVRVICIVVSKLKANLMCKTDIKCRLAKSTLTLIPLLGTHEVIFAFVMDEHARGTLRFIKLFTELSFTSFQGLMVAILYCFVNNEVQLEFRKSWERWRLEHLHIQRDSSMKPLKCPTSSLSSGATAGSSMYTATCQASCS
PTHR1 agonist: agonists of human PTHR1 parathyroid hormone receptor | Potency, µM (titrated, usually from 115 µM), for inactives: at the highest dose activation, usual class: activators | HEK293 GP2 PTHR1 cells, GloSensor cAMP luminescence, 1 h | 410,000 compounds, 0.075% hits | Q03431; further: potency means the concentration at half of the fitted maximal effect; nearly all actives have a fitted effect of over 55% in size; some results filed as inactive show a strong effect at the top dose; inactives centre near -15; many of its hits are not listed in these tables
Target sequence (Q03431 whole entry, looked up): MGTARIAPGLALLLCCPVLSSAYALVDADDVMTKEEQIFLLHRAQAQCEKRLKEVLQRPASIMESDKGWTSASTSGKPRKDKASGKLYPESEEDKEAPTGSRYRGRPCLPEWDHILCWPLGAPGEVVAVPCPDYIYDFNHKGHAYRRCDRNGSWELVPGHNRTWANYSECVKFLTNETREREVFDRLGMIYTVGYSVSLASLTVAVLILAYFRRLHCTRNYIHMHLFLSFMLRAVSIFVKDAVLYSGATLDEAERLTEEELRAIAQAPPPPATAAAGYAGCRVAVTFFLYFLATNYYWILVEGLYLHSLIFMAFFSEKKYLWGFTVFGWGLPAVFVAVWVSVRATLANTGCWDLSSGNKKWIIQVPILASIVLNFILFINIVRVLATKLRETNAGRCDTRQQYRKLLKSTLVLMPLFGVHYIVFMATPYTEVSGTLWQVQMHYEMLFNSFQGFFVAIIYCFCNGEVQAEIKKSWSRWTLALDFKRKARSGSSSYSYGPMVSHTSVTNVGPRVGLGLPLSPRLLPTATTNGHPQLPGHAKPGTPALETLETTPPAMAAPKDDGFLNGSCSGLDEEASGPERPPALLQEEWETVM
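HEK-293-derived GP2 cells expressing PTHR1 and a GloSensor cAMP reporter, 3,000/well, plated overnight, given luciferin plus IBMX (each 0.5 mM as added) for 1 h at 37 °C, then compound for 1 h at 37 °C. Luminescence was read after 15 min at room temperature.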
GLP1R inv ag: acts as inverse agonist at human GLP-1 receptor. HEK293 GLP-1R CRE-luciferase, luminescence, 24 h; GLP-1R form is constitutively active. Potency, µM (titrated, usually from 38.3 µM), for the others: at the top dose activity change, negative = inhibition, most hits filed as inhibitors. 410,000 compounds, 1.6% hits. AID 624417; further: potency means the concentration at half of the fitted maximal effect; on the % scale 0 is the no-effect control and ±100 the full control effect; nearly all actives have a fitted effect of over 55% in size
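Constitutively active GLP-1R drives a cAMP-responsive luciferase in stably transfected HEK293 cells; test compounds are added after overnight (12 h) attachment and left 24 hr, and signal loss in luminescence marks inhibition.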
* marks the source's active call; other numbers are inactive results; i = inactive; ? = inconclusive; nt = no result given; & = joins results of further samples; [ ] = dose if it differs, or a comment. Unless noted, the call rests on the fitted dose curve; in most records, active means well fitted curve in the direction sought with a large enough effect; inconclusive means small, poorly fitted or top-dose-only effect, or another doubt; inactive means no such curve, though single readings can be large; an effect the other way counts as inactive or inconclusive. Not all compounds are listed. The share of hits here may be higher or lower than overall.

SMILES	IL-2 act	EPAC1 agonist	PI5P4Ka inh	PLK1 PBD block	HEK293 tox	EPAC1 antagonist	GLP-1R agonist	PTHR1 agonist	GLP1R inv ag
Cc1ccc(CN2CCN(Cc3cn(C)nc3-c3ccccc3)CC2CCO)o1 (stereo not drawn)	1.1	10%	2	-10%	-10%	-13%	8%	-12%	16%
Oc1ccc(-c2csc(-c3c[nH]c4ccccc34)n2)c(O)c1	-1.0	16%	-15	2%	14%	-6%	-3%	-75%[inhibitor]	-9%
C[C@@H]1CN([C@H](C)CO)C(=O)c2cc(C3=CCCCC3)cnc2O[C@@H]1CN(C)Cc1ccccc1C(=O)O	0.2	10%	0	-10%	-1%	5%	7%	-9%	6%
C=CCC[C@H](Cc1ccc(F)cc1)C(=O)OC[C@H](Cc1c[nH]c2ccccc12)NC(=O)[C@@H](CC=C)CC(=O)NCCO	-2.7	-28%	9	-3%	-4%	-14%	-2%	-1%	-11%
COc1ccccc1OCC(=O)NC1CC(=O)N(c2ccc3c(c2)OCCO3)C1 (stereo not drawn)	nt	nt	nt	nt	0%	nt	0%	-55%[inhibitor]	-3%
O=Nc1c(-c2c(O)[nH]c3cc(Br)ccc23)[nH]c2ccccc12	-0.1	-18%	-75*	-3%	?	-4%	-10%	-42%[inhibitor]	?
CCOc1ccc(-n2c(=S)sc3c(=O)[nH]c(SCC(=O)NCc4ccco4)nc32)cc1	-1.4	2%	nt	?	-10%	16%	-5%	0%	0%
CC(NC(=O)C1CCCN(C(=O)N(C)C)C1)c1ccccc1 (stereo not drawn)	1.3	-1%	nt	-2%	-16%	4%	-19%	i	54%[activator]
CCC(Sc1nc(N)c(NC(=O)c2ccc(Br)o2)c(=O)[nH]1)C(=O)O (stereo not drawn)	0.7	12%	-9	-11%	-10%	-15%	-7%	-1%	-10%
CC(=O)OC[C@@H]1CN(Cc2ccccc2)C[C@H](n2cnc3c(NC4CCCC4)ncnc32)O1	-0.8	4%	-1	1%	-11%	10%	30%	-25%	-1%
Cc1nnc(N2CCCC(C(=O)NCc3ccccc3F)C2)c2nn(-c3ccccc3)c(C)c12 (stereo not drawn)	-1.8	8%	-4	-16%	-20%	-3%	-3%	i	16%
CCN(CC)S(=O)(=O)c1cccc(C(=O)NCCCN2CCOCC2)c1	-3.0	-3%	nt	0%	-4%	15%	-6%	-4%[57.5 µM]	9%
COc1ccccc1N/C(N)=N/c1nc(C(F)(F)F)cc(=O)[nH]1	-0.6	0%	6	-2%	-9%	-4%	13%	i	12%
O=c1c2ccccc2nnn1CSc1nnc(-c2cccnc2)n1-c1ccccc1F	-0.1	6%	-5	-4%&-12%	11%	-4%	9%	i	9%
CCCCn1nnnc1NCc1cc(OC)c(OC)c(OC)c1	2.2	4%	nt	-5%	5%	1%	10%	-3%	0%
CCOC(=O)N1CCN(CCc2ccccc2)CC1	-0.4	11%	-2	-3%	2%	4%	-3%	i	5%
Cc1cccc(NC(=S)N2CCOCC2)c1C	-0.8	1%	-3	-1%	5%	-2%	-9%	i	1%
CCCCNC(=O)C1C(c2ccc(C(F)(F)F)cc2)=Nc2ccccc2N1C(=O)c1cccc(C(F)(F)F)c1 (stereo not drawn)	-0.7	3%	-6	2%	1%	10%	nt	i	17%
COC(C(=O)Nc1ccnn1C1CCN(Cc2ccc(Cl)s2)CC1)c1ccccc1 (stereo not drawn)	-4.3	0%	2	-6%	-7%	-17%	1%	-25%	?
CS(=O)(=O)N1CCCC(c2nc(-c3ccc(S(=O)(=O)NCc4ccccc4)cc3)no2)C1 (stereo not drawn)	-3.9	4%	nt	-9%	10%	-8%	-15%	i	0%
CC(=O)NCCn1c(SCC(=O)NCCC2=CCCCC2)nc2ccccc2c1=O	-2.2	-9%	2	0%	-8%	4%	-4%	-3%	6%
CC(C)C(NS(=O)(=O)c1cccc(C(F)(F)F)c1)C(=O)NCc1cccs1 (stereo not drawn)	-0.2	8%	8	-29%	5%	-4%	13%	-14%	-32%
Cc1nc(NC(=O)COc2ccccc2)sc1C(=O)Nc1ccccc1	-0.3	4%	-2	-4%	5%	-7%	-6%	i	3%
CCc1ccc(/C=C(\Cl)c2nc3cc(Cl)ccc3c(=O)[nH]2)cc1	-1.4	13%	-20	-5%	19%	6%	-11%	i	6%
COc1ccc([C@H]2C[C@H](n3cc(C4CC4)nn3)[C@@H](O)CN2CC2CCCCC2)cc1	-3.1	-13%	-1	7%	?	-12%	3%	-54%	?

(next part)
SMILES	IL-2 act	EPAC1 agonist	PI5P4Ka inh	PLK1 PBD block	HEK293 tox	EPAC1 antagonist	GLP-1R agonist	PTHR1 agonist	GLP1R inv ag
CCOc1ccccc1N(CC(=O)N1CCOCC1)S(=O)(=O)c1ccc(SC)cc1	-1.0	3%	2	-13%	10%	-12%	9%	-4%[57.5 µM]	18%
NC(=O)CC(NC(=O)c1ccc(Br)cc1)c1ccc(N2CCN(c3ccccn3)CC2)c([N+](=O)[O-])c1 (stereo not drawn)	-0.6	-2%	-8	0%	-6%	-5%	3%	-27%	?
COc1ccc(/C=C2\SC(=S)N(CCC(=O)NCCCn3ccnc3)C2=O)cc1	-1.1	-8%	2	2%	-6%	0%	-4%	-12%	?
CC1(C)CC(=O)C2=C(C1)N1C(=C(C#N)C2c2ccccc2Cl)N=C(N)c2ccccc21 (stereo not drawn)	-2.9	1%	-2	-7%	?	-9%	-6%	-81%[inhibitor]	?
Cc1cccc(N)c1SC1CCCCC1O (stereo not drawn)	-0.7	6%	-4	-11%	-6%	5%	0%	-16%	-19%
CN(CC(=O)NCc1ccc(F)cc1)S(=O)(=O)c1ccc(Br)s1	-0.5	-1%	-9	-18%	1%	5%	10%	-6%	?
Cc1ccc(S(=O)(=O)NC2CCCC2)cc1C	0.4	-1%	7	-6%	5%	6%	0%	-16%[57.5 µM]	-5%
CCN1C(=O)CSc2ccc(C(=O)NCc3ccc(OC)cc3)cc21	-0.5	6%	nt	-6%	-22%	0%	-1%	-1%[57.5 µM]	0%
Cc1nn(C(C)C(=O)NCCCc2ccccc2)c(=O)c2nn(-c3ccccc3)c(C)c12 (stereo not drawn)	-1.1	-10%	-3	-9%	-11%	-11%	-6%	-51%[inhibitor]	?
O=C(CSCc1ccc([N+](=O)[O-])cc1)N/N=C/c1cccnc1	1.5	-4%	-1	-3%	-1%	-10%	1%	-9%	12%
COc1ccc(C(=O)Nc2ccccc2C(=O)NC(Cc2c[nH]c3ccccc23)C(=O)O)cc1 (stereo not drawn)	1.3	0%	-13	24µM*	1%	-21%	0%	-36%	12%
Cc1ccc(-c2csc(=S)n2CC(=O)OCC(=O)NCc2ccco2)cc1	-1.2	5%	nt	-16%	-9%	?	1%	23%[57.5 µM]	0%
Cc1ccc(C(C)C)c(OCC(=O)N/N=C/c2cccn2C)c1	-1.0	-2%	7	-4%	-5%	-6%	15%	-40%[inhibitor]	?
CC1(C)Cc2ccccc2C(NNC(=O)c2ccc(Br)o2)=N1	-0.2	0%	5	-5%	-8%	23%	1%	3%	2%
CN(Cc1ccccc1F)C(=O)CCCNC(=O)c1ccc(Cl)cc1	-0.2	0%	3	3%	-9%	?	14%	i	?
COc1ccccc1CNC(=O)CCc1nnc2ccc(NCCCN3CCCC3=O)nn12	-2.6	-10%	1	21µM*	1%	?	1%	i	1%
O=C(c1ncc[nH]1)c1ccccc1Cl	-2.1	-3%	-1	4%	1%	-6%	-3%	i	-3%
CCCCn1c(N)c(N(CCOC)C(=O)c2cc(S(=O)(=O)N3CCCCC3)ccc2C)c(=O)[nH]c1=O	-1.9	-1%	-8	-4%	0%	2%	5%	-2%	13%
COc1ccc(N2CCN(C(=O)C(=O)c3ccc(F)cc3)CC2)cc1	0.1	4%	2	-22%	15%	-22%	nt	-69%[inhibitor]	6%
O=C(OCCOc1ccc(F)cc1)c1ccc(S(=O)(=O)N2CCCC2)cc1	1.4	4%	0	-21%	1%	-17%	5%	-18%	-9%
COc1ccc(C(=O)NC2CCN(C(=S)Nc3ccc(C)c(C)c3)CC2)cc1	-3.1	-11%	-2	0%	-1%	-17%	3%	i	?
O=C(NCCO[N+](=O)[O-])c1cccnc1	0.5	-27%	-4	-6%	1%	13%	3%&-5%	-23%	2%
Cn1c(=O)c2[nH]c(NCC3CCCO3)nc2n(-c2ccccc2)c1=O (stereo not drawn)	0.4	-7%	-2	-4%	8%	10%	30%	i	9%
CN1CCN(S(=O)(=O)c2ccc(Sc3nc4ccccc4[nH]3)c3nsnc23)CC1	-3.4	0%	-6	-11%	-1%	-3%	-12%	i	11%
CN(CCc1nc2ccc(Cl)cc2[nH]1)Cc1nc(CC2CC2)no1	-0.8	-1%	2	-9%	7%	-23%	8%	-8%	?

Other structures:
SMILES	IL-2 act	EPAC1 agonist	PI5P4Ka inh	PLK1 PBD block	HEK293 tox	EPAC1 antagonist	GLP-1R agonist	PTHR1 agonist	GLP1R inv ag
CCOc1ccc(CC(=O)Nc2c(C(=O)c3ccc(C)cc3)oc3ccccc23)cc1OCC	nt	nt	nt	nt	2%	nt	2%	-45%[inhibitor]	8%
O=C1c2ccccc2NC(c2ccc(Cl)cc2Cl)N1Cc1ccccc1 (stereo not drawn)	-0.2	21%	5	-1%	-14%	1%	-15%	-3%	7.1µM*
Cc1cc(C)c(OCC(=O)Nc2nnc(-c3ccco3)o2)c(C)c1	-3.9	2%	2	-11%	16%	-13%	0%	i	6%
O=C(c1ccc(N2CCOCC2)c([N+](=O)[O-])c1)N1CCN(c2ccccc2)CC1	-2.9	-4%	3	?	0%	1%	2%	-47%[inhibitor]	-8%
Cc1ccc2c(c1)N(CC(=O)N1CCCc3ccccc31)C(=O)CO2	-0.6	0%	14	-15%	-1%	-20%	-1%	-43%[inhibitor]	?
COc1ccc(/C=N/NC(=O)NC23CC4CC(CC(C4)C2)C3)c(OC)c1	0.1	0%	12	-1%	-17%	-16%	14%	-24%	?
